# HSF1 inh: HSF1 inhibition | NIH3T3-HGL HSE-luciferase, MG132-induced, luminescence 8 h; active compounds read low | hit rate 0.77% among 300,000 | activity change, negative = inhibition, % at 7.5 µM (by protocol);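 active means more than half of replicate wells show activity change below -50%, luminescence cut by over half; inconclusive means some wells, but at most half, below -50%; inactive means no replicate well below -50%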;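 further: luciferase reports HSF-1 transcriptional activity via heat shock element; 0% = median of DMSO wells and -100% = zero luminescence signal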
# aSyn 5UTR inh: MLPCN primary screen, SNCA 5' untranslated region | alpha-synuclein 5'UTR reporter, inhibitor activity | inhibition, % (tested at 7.5 µM) | hit rate 0.82% among 300,000 | AID 1813; in the data active means inhibition above about 60%; inconclusive means no clear call, values can overlap the other calls;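 further: H4 neuroglioblastoma cells stably carrying SNCA 5'UTR luciferase fusion; 0% = DMSO wells and 100% = positive control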
# AI-2 QS modul: modulators of Vibrio harveyi AI-2 quorum sensing system. Vibrio harveyi JMH597 AI-2 luminescence/OD600 ratio, 9 h; active compounds read low; strain lacks LuxN and CqsS sensors; 0 = neutral-control median. activity change, % at 7.5 µM. hit rate 0.4% among 300,000. AID 2094; in the data active means activity change below about -75%, passing the limit was not always enough; inconclusive means no clear call, values can overlap the other calls;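 further: luminescence divided by OD600 gain over 9 h not by final OD600 alone; inactives centre near 13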
# HSP90 inh: inhibitors of HSP90 luciferase refolding in rabbit reticulocyte lysate. luciferase refolding luminescence, 3 h. inhibition, % at 5.6 µM. hit rate 0.91% among 290,000;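 active means inhibition above the screen-wide mean plus 3 SD, computed separately per campaign, cut at about 16% in these data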;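 further: 0% = DMSO wells and 100% = 60 µM geldanamycin wells; inhibitors lower the luminescence because luciferase stays unfolded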
# HSF1 activator: increases HSF-1 driven luciferase reporter signal; activation, % at 9 µM; AID 504408; hit rate 1.7% among 300,000; NIH3T3-HGL HSF-1 luciferase reporter, MG132, 8 h; 100% = twice DMSO control signal;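 active means mean replicate activation of at least 50% with a set share of replicates each reaching 50%; inconclusive means only one of those two conditions met; inactive means mean below 50% and too few replicates reaching it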;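 further: 0% = median of the neutral control wells and 100% = twice that signal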
# GSK3A inh: human GSK-3 alpha kinase inhibition; P49840; ADP-Glo luminescence, 60 min; inhibition, % at 10 µM; hit rate 0.1% among 320,000;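 in the data active means inhibition above about 50%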;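 further: GST-tagged GSK-3 alpha with peptide substrate and 25 µM ATP; 0% = DMSO neutral wells and 100% = GW8510 positive control wells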
# Target sequence (P49840 whole entry, looked up): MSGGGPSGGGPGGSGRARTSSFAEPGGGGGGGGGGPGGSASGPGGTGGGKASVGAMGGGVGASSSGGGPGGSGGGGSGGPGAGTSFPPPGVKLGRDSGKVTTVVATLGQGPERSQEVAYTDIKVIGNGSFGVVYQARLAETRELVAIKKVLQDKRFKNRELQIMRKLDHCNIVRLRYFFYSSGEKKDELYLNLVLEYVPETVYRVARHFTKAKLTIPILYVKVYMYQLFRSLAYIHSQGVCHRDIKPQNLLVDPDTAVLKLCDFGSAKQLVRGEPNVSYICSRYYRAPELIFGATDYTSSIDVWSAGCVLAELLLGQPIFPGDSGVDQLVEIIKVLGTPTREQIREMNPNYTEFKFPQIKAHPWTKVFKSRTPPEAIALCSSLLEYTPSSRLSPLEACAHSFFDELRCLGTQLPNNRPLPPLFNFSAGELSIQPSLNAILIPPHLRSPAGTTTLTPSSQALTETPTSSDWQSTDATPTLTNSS
# PolyA inhibitor: inhibitors of polyadenylation in S. cerevisiae; S. cerevisiae SKY197-pL101 polyadenylation reporter, beta-gal luminescence; efflux-impaired pdr1/pdr3 knockout yeast; score 100 = 6 SD above DMSO; calls only at 12 µM; hit rate 0.02% among 300,000; AID 1875;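 active means lowest replicate activity score at least 50, where 100 means six control SD above control mean; inconclusive means lowest score under 50 but half or more replicates reach 50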;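 further: yeast exposed to compound for 9 h at 30 °C; higher score means more reporter readthrough which indicates perturbed polyadenylation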
# GSK3beta inhib: human GSK3beta kinase inhibition | P49841 | GST-GSK3beta kinase, ADP-Glo luminescence, 60 min; active compounds read low | activity score (negative = inhibition), % at 10 µM | hit rate 0.038% among 300,000 | AID 2097;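 active means more than half of replicate wells score below -50%, meaning over 50% inhibition versus plate controls; inconclusive means some replicates but at most half score below -50%; inactive means no replicate scores below -50%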;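 further: 0% = median DMSO wells and -100% = median GW8510 positive control wells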
# Target sequence (P49841 whole entry, looked up): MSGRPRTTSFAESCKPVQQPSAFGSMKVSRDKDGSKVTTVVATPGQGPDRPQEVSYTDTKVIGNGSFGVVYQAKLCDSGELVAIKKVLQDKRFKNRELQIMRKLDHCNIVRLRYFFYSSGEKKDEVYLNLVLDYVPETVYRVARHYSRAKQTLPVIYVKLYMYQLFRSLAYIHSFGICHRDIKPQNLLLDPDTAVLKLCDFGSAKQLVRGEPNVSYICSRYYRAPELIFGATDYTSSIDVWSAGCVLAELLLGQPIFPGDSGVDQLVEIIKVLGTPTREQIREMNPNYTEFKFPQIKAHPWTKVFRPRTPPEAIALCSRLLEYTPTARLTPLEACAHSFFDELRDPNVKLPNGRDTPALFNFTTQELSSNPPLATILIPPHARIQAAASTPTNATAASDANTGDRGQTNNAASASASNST
#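 Test system: GST-tagged human GSK3beta kinase, cell-free; evaluation: activity score scaled between in-plate DMSO and GW8510 controls; measured by: ADP-Glo luminescence; incubation: 60 min reaction, RT; benchmarks: DMSO and 20 µM GW8510; reagent: peptide substrate plus 25 µM ATP (final); medium: Tris/MgCl2 kinase buffer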
# KLF5 inh: kruppel-like factor 5 inhibition | DLD-1 KLF5 promoter-luciferase reporter, luminescence | inhibition, % at 5 µM | hit rate 0.23% among 290,000 | AID 1700;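 active means inhibition above a per-plate limit of that plate's mean compound inhibition plus 3 SD, cut at about 60% in these data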;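 further: 0% = DMSO wells and 100% = LY294002 at 200 µM; higher means less KLF5 promoter-driven luciferase light; inactives centre near -14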
# IEC-6 cytotox: IEC-6 cytotoxicity, counter-screen for KLF5 inhibitors; luminescence viability; inhibition, % at 5 µM; hit rate 0.78% among 290,000; AID 1825; in the data active means inhibition above about 22%;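 further: 0% = plate median of test compound wells and 100% = cytotoxic reference compound wells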
# Numbers without * were called inactive; i = inactive; ? = inconclusive; nt = not tested or not shown. The list is partial; count on the stated rates, not on these rows.
Structure	IEC-6 cytotox	aSyn 5UTR inh	GSK3beta inhib	GSK3A inh	KLF5 inh	AI-2 QS modul	HSF1 inh	HSP90 inh	HSF1 activator	PolyA inhibitor
CSc1ccc(CNCCN2CCOCC2)cc1	6	-1	1	-2	7	9	-10	4	-23	i
O=C1CCCC/C1=C/NCc1ccccc1	-4	-10	-3	-1	4	23	-5	-3	10	i
Cc1cccc(Cn2cc3c(=O)n(Cc4cccc(F)c4)nc-3c3ccccc32)c1	-7	15	1	-5	-5	23	-7	-3	-4	i
COc1ccccc1N(C)S(=O)(=O)c1ccc(C(=O)Nc2ccncc2)cc1	nt	-21	nt	-1	nt	nt	-4	nt	-5	i
O=c1c(Cl)c(N2CCOCC2)cnn1-c1nc2ccccc2[nH]1	-3	-11	0	2	-94	25	0	5	7	i
CCOC(=O)C1CN(S(C)(=O)=O)c2cc(CC(=O)OC)ccc2O1 (stereo unspecified)	4	23	3	1	-23	12	-3	0	-16	i
CN=Cc1sc2ccccc2c1O	-1	-5	4	-2	3	27	-6	34*	-4	i
Cc1cc(NC(=O)CSCc2ccccc2C)no1	-3	-19	-1	1	-9	-1	26	-3	56*	i
Cc1nc2ccccc2c(=O)n1NC(=O)/C=C/c1ccccc1	3	-12	3	-3	-21	7	5	0	2	i
CCOc1ccccc1NC(=O)C(=O)N/N=C/c1cc(Br)ccc1O	8	51	2	-3	-23	4	-4	1	1	i
O=C(O)c1ccccc1CSC1=NCCS1	2	17	1	-3	-18	19	13	-1	32	i
Cc1cc(C)n2nc(-c3ccc(Cl)cc3)cc2n1	3	-129	2	-2	-93	8	25	2	37	i
CC(=O)c1nn(-c2cccc(C(F)(F)F)c2)c(=O)[nH]c1=O	-1	2	0	-2	-30	25	2	-2	-8	i
O=C(Nc1ccnc(-c2cccnc2)n1)c1ccc(F)cc1	6	-20	-4	nt	-30	22	-7	2	9	i
Cc1ccc(SCCNC(=O)c2ccc(C)c(S(=O)(=O)Nc3cccc(C)c3)c2)cc1	-1	47	-3	0	9	22	6	3	23	i
CCCCCC[n+]1c(-c2ccc(Cl)cc2Cl)csc1Nc1ccccc1	-2	9	2	-4	-27	9	-1	-1	-4	i
CC(C)(C#N)NC(=O)c1ccco1	-3	-4	2	-3	5	9	-17	3	-36	i
O=C(Nc1ccc(S(=O)(=O)NCc2cccnc2)cc1)c1ccco1	6	-3	-1	-2	-8	24	1	-3	-1	i
COc1cc(OC)cc(C(=O)NNC(=O)c2ccc(S(=O)(=O)N3CC(C)OC(C)C3)cc2)c1 (stereo unspecified)	-2	-2	2	-1	-29	5	-8	2	4	i
COC(=O)CC/C(O)=C1/C(=N)CC(C)(C)CC1=O	-2	2	-4	0	-42	11	23	-3	58*	i
CC1CCN(C(=O)CCCOc2ccc(Cl)cc2)CC1	3	-43	7	2	-11	2	11	3	14	i
CCOc1ccc(NC(=O)COc2ccc(C(=O)NCc3cccnc3)cc2OC)cc1	nt	6	2	-3	nt	6	4	nt	2	i
COCCNC(=O)C1CC2Cn3c(nc4ccccc43)C2N1C (stereo unspecified)	nt	7	1	-3	nt	14	-1	nt	2	i
COc1ccc(N2C(=O)CC(NNc3nc4ccccc4s3)C2=O)cc1 (stereo unspecified)	2	-3	-2	-1	-4	-8	60	-2	114*	i
Fc1ccc(-c2cc(C(F)(F)F)nc(NCc3cccs3)n2)cc1	-5	19	-2	1	-32	7	nt	0	nt	i
Brc1ccc([C@H]2CN3CCSC3=N2)cc1	nt	-38	3	0	nt	27	1	nt	-13	i
C=CCc1ccc(O)c(-c2cc(CC=C)ccc2O)c1	8	16	0	-4	-4	24	4	-1	0	i
Cc1nc2ncccn2c1-c1csc(NCc2ccco2)n1	2	2	-3	1	-24	18	0	3	5	i
CCN1C(=O)[C@H]2[C@@H](c3ccc(C)cc3)N3C(=O)N(c4cccc(F)c4)C(=O)[C@@]3(CC)[C@H]2C1=O	-2	4	-2	1	-32	1	0	-6	15	i
CCn1cc(C(=O)N2CCN(c3ccccn3)CC2)c(=O)c2cc(S(=O)(=O)N3CCC(C)CC3)ccc21	7	12	-1	-3	-1	-3	-7	0	0	i
Brc1cc(Br)c2ncnc(N3CCCCC3)c2c1	-2	23	1	4	-20	7	-5	-1	-1	i
CN(CCO)c1ccc(/C=N/Nc2nncc3ccccc23)cc1	8	?	-9	9	68*	14	12	59*	14	i
COc1cc(C2C(C#N)=C(N)Oc3n[nH]c(-c4ccccn4)c32)cc(OC)c1OC (stereo unspecified)	-2	-1	-1	-2	5	22	-1	1	-9	i
O=C(NCc1ccco1)c1nnc(Cc2ccc(F)cc2)o1	5	0	-1	1	9	3	2	-3	11	i
O=C(CSc1nccc(=O)[nH]1)Nc1ccc(F)c([N+](=O)[O-])c1	6	-13	-5	0	6	-1	-5	0	9	i
Cc1ccc(-n2c(C)cc(/C=C3/SC(=O)N(CC(=O)N4CCOCC4)C3=O)c2C)nc1	1	-31	1	-3	-6	35	-3	-1	8	i
Cc1cc(C(=O)Nc2c(C)cccc2C)n(-c2ccccc2)n1	-8	10	-1	0	-4	3	3	1	6	i
O=C(CN1C(=O)C2(OCCO2)c2ccccc21)c1ccc(Br)cc1	-5	30	1	-5	-7	4	9	-1	17	i
CC(C)C[C@H](NC(=O)c1ccc(OC2CCN(C(=O)C3CC3)CC2)cc1)C(N)=O	-6	-7	3	0	-14	17	-2	2	-20	i
COc1cc(NC(=S)NCCO)c(OC)cc1Cl	-1	-21	1	9	11	9	5	-1	0	i
COc1ccc(Br)cc1CNC(=O)Cn1nc(C)n2cccc2c1=O	3	16	1	1	-17	10	3	1	4	i
CCN1CCN(C(=O)C2CCC(CNS(=O)(=O)c3ccc(NC(C)=O)cc3)CC2)CC1 (stereo unspecified)	6	18	1	-1	-17	24	-1	-1	3	i
COc1ccc(O)c(/C=N/NC(=O)c2ccc(N3CCCC3=O)cc2)c1	12	42	-2	-2	15	33	-8	-5	21	i
Cc1ccc(S(=O)(=O)/N=C(\c2ccc(F)cc2)n2c(C)nc3ccccc32)cc1	-5	-30	1	-4	1	41	-7	0	-4	i
CC(C)(C)OC(=O)NCCCCCc1nnc(SCC(N)=O)o1	-3	-23	0	4	-26	20	-3	1	8	i
Cc1ccc2c(c1)N(C(=O)CSc1nncn1C)C(C)(C)c1ssc(=S)c1-2	4	-2	0	1	12	40	-2	1	4	i
Cc1ccc(/C=N/NC(=O)c2cccc([N+](=O)[O-])c2)o1	1	14	-7	-4	6	8	-1	-2	-1	i
O=C(Cc1ccc(Cl)cc1)NCCS(=O)(=O)N1CCN(c2ccccc2F)CC1	nt	-21	4	5	nt	21	5	nt	16	i
COC(=O)c1[nH]c(=O)c2ccccc2c1OCc1ccccc1	1	-14	1	-4	0	13	5	-3	15	i
CCOC(=O)c1cc2c(s1)-c1c(C)cccc1OC2	5	-164	4	-1	-6	12	20	0	46	i

# More results:
Structure	IEC-6 cytotox	aSyn 5UTR inh	GSK3beta inhib	GSK3A inh	KLF5 inh	AI-2 QS modul	HSF1 inh	HSP90 inh	HSF1 activator	PolyA inhibitor
COc1ccc(-c2cc(C(F)F)n3ncc(C(=O)N4CCN(C)CC4)c3n2)cc1	3	23	-3	1	16	-1	-1	0	-10	i
CCN(CC)c1ccc(/C=N/NS(=O)(=O)c2cccc([N+](=O)[O-])c2)cc1	-1	-7	1	-1	-40	42	-11	0	-7	i
O=C(COC(=O)c1nc(Cl)ccc1Cl)Nc1ccc2c(c1)OCO2	0	-14	2	-4	-38	9	-2	-4	-12	i
CC(=O)Nc1ccc(C(=O)CSc2nc3ccccc3n2CC(=O)N2CCCC2)cc1	-9	-3	2	-1	-10	13	-2	-5	12	i
O=C(CSc1nc2ccccc2c(=O)n1NC(=O)Cc1ccccc1)NCc1ccco1	1	-16	0	-1	-45	7	-2	-2	0	i
Cc1cccc(C(=O)NCCNC(=O)c2ccco2)c1	-8	-13	-2	-2	5	15	-1	-1	-2	i
Cc1ccc2nc(SCc3nc4c(cnn4-c4ccccc4)c(=O)[nH]3)[nH]c2c1	-5	5	-1	2	-10	14	10	2	17	i
Cc1ccc(C)c(OCC(=O)Nc2cc(C(=O)O)cc(C(=O)O)c2)c1	-3	-2	-1	-1	-9	20	-3	-3	6	i
CCn1c(=O)c([N+](=O)[O-])c(NCCCn2ccnc2)c2ccccc21	4	-1	-3	-2	-4	13	-15	-4	-33	i
C/C(=N\N=C1/NC(=O)C(C)S1)c1ccco1 (stereo unspecified)	4	-11	0	-2	-18	11	-3	1	18	i
CCc1cccc(C)c1NS(=O)(=O)c1cccs1	-2	25	-3	0	-16	14	-3	-3	-1	i
CCn1c(Cc2ccc(OC)cc2)nc2ccccc21	-2	14	nt	0	-3	nt	5	2	3	i
CCCNC(=O)c1ccc(SC)cc1OC	-4	-26	-1	-2	-10	18	0	-2	-14	i
COc1cc(NC(=O)C/C(C)=N/NC(=O)C2CCCCC2)c(OC)cc1Cl	-2	-9	5	-4	0	16	16	-3	20	i
O=C(CSc1ncnc2sc3c(c12)CCC3)NCC1CCCO1 (stereo unspecified)	10	-6	-4	-3	-39	-7	4	-1	-11	i
O=C(CSCCO)Nc1ccccc1	3	8	0	0	-38	8	-1	1	23	i
CCCn1c(N)c(N(CCOC)C(=O)c2cccc(Cl)c2)c(=O)[nH]c1=O	0	12	-4	-2	-15	13	0	-1	-4	i
CCOC(=O)Cn1c(=O)c2c(nc(N3CCOCC3)n2C)n(C)c1=O	0	12	3	-1	-8	21	-15	-3	-11	i
O=C(NNC(=O)c1nn(-c2ccc(F)cc2)ccc1=O)c1ccc(C(F)(F)F)cc1	-4	nt	2	-2	0	31	nt	-1	nt	i
Cc1cc(C)c[n+](CC(=O)c2ccc(NC(=O)c3ccccc3)cc2)c1	1	-4	2	0	-18	16	0	2	6	i
Cc1nn(Cc2ccc(C(=O)Nc3ccccc3C(F)(F)F)o2)c(C)c1Br	-8	21	-3	-2	-11	19	-11	3	-11	i
COC(=O)c1c(N)c(C#N)c(C)n1-c1ccccc1	-15	-10	-5	3	7	26	-4	2	5	i
N/C(=N\OC(=O)/C=C/c1ccccc1)c1ccccn1	-3	-99	1	5	-14	-36	4	19*	13	i
Nc1nc2nccc(-c3cccnc3)n2n1	-1	0	-2	2	-1	6	-5	0	-7	i
CC(C)(C)NC(=O)C1CCCN(S(=O)(=O)c2ccc(-n3cnnn3)cc2)C1 (stereo unspecified)	5	-11	nt	0	-9	nt	-6	0	7	i

# Screening data as filed in PubChem.
